From PubChem BioAssay
Shn3 inh set2: inhibitors of Schnurri-3 3'UTR reporter in osteoblasts; 360,000 compounds, 0.52% hits; Clone20 osteoblast Shn3 3'UTR firefly luciferase, 24 h; inhibition, % at 12.5 µM;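 active = mean inhibition of at least 75% with every replicate also reaching 75%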;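 also: 0% = median of neutral control wells and 100% = pilot-screen positive control compound; some compounds past the cut are filed as inactive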
TWEAK-Fn14 inh: inhibitors of TWEAK-Fn14 interaction signaling; TWEAK-stimulated Fn14 reporter cells, luciferase luminescence, 8 h; inhibition, % at 10 µM; 360,000 compounds, 2% hits; AID 1159606; in the data active = inhibition above about 50%
TROY signal inh: TROY signaling inhibition | Q293 LMP1-TROYcd NF-kB luciferase reporter, 4 h | inhibition, % at 10 µM | 360,000 compounds, 0.98% hits | AID 1347056;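 active = compounds whose plate-normalised and pattern-corrected inhibition of the luciferase reporter signal at the single screening dose is 50% or more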
LMP1 NFkB inh: inhibitors of Epstein-Barr LMP1-induced NF-kappaB reporter; LMP1-induced NF-kappaB luciferase reporter cells, luminescence; inhibition, % at 12.5 µM; 350,000 compounds, 0.69% hits; AID 504558; in the data active = inhibition above about 41%;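 also: 0% = neutral control wells and 100% = reference inhibitor control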
KKLEB cytotox: reduces viability of KKLEB cystic fibrosis airway cells | KKLEB CF airway cells viability, ATPlite luminescence, overnight; stronger effect = lower value; cells stimulated with P. aeruginosa culture filtrate | activity change (cytotoxicity), % at 5 µM | 360,000 compounds, 0.36% hits | AID 602141;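 active = corrected activity change at or below -50% at 5 µM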
CF NFkB inh: cystic fibrosis NF-kB activation inhibition. KKLEB NF-kB-GFP reporter, PAF-induced, GFP fluorescence overnight. inhibition, % at 5 µM. 360,000 compounds, 0.86% hits. AID 588850;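 active = at least 50% inhibition at 5 µM, scaled per plate between neutral and stimulator controls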;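 also: PAF is a Pseudomonas aeruginosa culture filtrate used as stimulus; plate controls were PAF-stimulated DMSO wells for no effect and unstimulated DMSO wells for full effect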
COUP-TFII inh: NR2F2 (human) inhibition, primary screen; inhibition, % at 8.6 µM; 370,000 compounds, 0.7% hits; HEK293T NGFI-A luciferase reporter, luminescence; P24468;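 active = inhibition above a per-plate cutoff, mean inhibition of test wells between control levels plus 3 SD, cut at about 38% in these data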;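 also: cells cotransfected with COUP-TFII expression vector driving the NGFI-A reporter; 0% = median of COUP-TF2 test wells and 100% = reporter-only cells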
C8 TRAIL sens: caspase-8 TRAIL sensitization; NB7+C8 cells + TRAIL, ATPlite viability luminescence; inhibition (viability loss, TRAIL sensitization), % at 10 µM; 360,000 compounds, 1% hits;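 active = compounds causing at least 50% loss of cell viability in the single-dose screen, relative to plate controls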
SRC3 inh: inhibitors of human steroid receptor coactivator 3 (SRC3). Q9Y6Q9. HEK293 GAL4-SRC3 luciferase reporter, luminescence. inhibition, % at 3.6 µM. 360,000 compounds, 0.17% hits. AID 588352;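 active = inhibition above a per-campaign cutoff, the mean of all compounds plus 3 SD, cut at about 60% in these data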;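 also: 0% = DMSO-treated cells and 100% = gossypol-treated cells at 36 µM; higher means less SRC3-driven luciferase light from the GAL4 reporter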
NCOA1 inh: inhibits human SRC1 coactivator | Q15788 | HEK293 GAL4-SRC1 luciferase reporter, luminescence | inhibition, % at 3.6 µM | 360,000 compounds, 0.12% hits | AID 588354;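 active = inhibition above the campaign mean plus 3 SD, with each screening campaign given its own cutoff, cut at about 60% in these data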;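 also: 0% = DMSO treated cells and 100% = gossypol at 36 µM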
NR5A2 inv ag: inverse agonists of human LRH-1 (NR5A2); 360,000 compounds, 0.13% hits; O00482; HEK293T StAR-luciferase reporter, LRH-1 transfected, 24 h; AID 602396; inhibition, % at 3.6 µM;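 active = inhibition above the mean inhibition of all tested compounds plus 3 SD, cut at about 73% in these data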;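 also: 0% = DMSO wells and 100% = reporter-only cells lacking LRH-1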
Target sequence (O00482 whole entry, looked up): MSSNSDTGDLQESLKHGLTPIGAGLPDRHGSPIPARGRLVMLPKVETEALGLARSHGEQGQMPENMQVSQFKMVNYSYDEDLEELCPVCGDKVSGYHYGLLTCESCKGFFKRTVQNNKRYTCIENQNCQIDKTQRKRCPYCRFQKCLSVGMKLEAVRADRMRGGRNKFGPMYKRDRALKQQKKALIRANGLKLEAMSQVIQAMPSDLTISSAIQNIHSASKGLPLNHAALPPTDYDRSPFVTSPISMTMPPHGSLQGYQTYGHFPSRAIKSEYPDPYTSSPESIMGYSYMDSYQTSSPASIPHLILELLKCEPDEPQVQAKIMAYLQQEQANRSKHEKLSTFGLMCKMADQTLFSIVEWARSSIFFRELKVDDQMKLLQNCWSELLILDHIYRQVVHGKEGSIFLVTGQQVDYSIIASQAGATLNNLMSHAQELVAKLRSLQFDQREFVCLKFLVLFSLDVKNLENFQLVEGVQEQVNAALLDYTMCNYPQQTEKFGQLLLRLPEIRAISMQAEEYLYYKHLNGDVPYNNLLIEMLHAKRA
Active calls of the source: *; nt = no result given.

Compound,Shn3 inh set2,TWEAK-Fn14 inh,TROY signal inh,LMP1 NFkB inh,KKLEB cytotox,CF NFkB inh,COUP-TFII inh,C8 TRAIL sens,SRC3 inh,NCOA1 inh,NR5A2 inv ag
COc1ccc(S(=O)(=O)N2CCCc3ccccc32)cc1OC,-28,56*,60*,-12,1,0,2,1,0,-2,-22
Cc1cccc(S(=O)(=O)NC(=O)C2(C)CCN2C(=O)Cc2ccccc2)c1 (stereo not given),1,-1,1,nt,11,-42,3,-4,-2,-7,0
C[C@H](CO)N1C[C@H](C)[C@@H](CN(C)C(=O)Nc2ccc(F)cc2)OCc2cnnn2CCCC1=O,-5,0,-6,-1,-15,14,-23,-12,-8,2,-7
C[C@@H]1CN([C@H](C)CO)C(=O)c2cc(NC(=O)NC3CCCCC3)ccc2O[C@H]1CN(C)S(C)(=O)=O,-37,2,-4,-5,2,-11,-1,2,-11,-6,1
COc1cccc(/C=C/c2nc(C#N)c(NCC(C)C)o2)c1,4,-25,-17,-10,14,2,0,15,-14,8,22
Cc1c(N2C(=O)C(=O)/C(=C(/O)c3ccc(Cl)cc3)C2c2ccccc2)c(=O)n(-c2ccccc2)n1C (stereo not given),-16,-21,7,-4,4,16,-2,-1,5,10,0
Fc1cccc(Cl)c1CSc1nnc(CN2CCOCC2)n1-c1ccccc1,13,-7,-5,6,-2,2,18,-6,16,-2,-12
COC(=O)/C(=C/c1ccc(OC)cc1)NC(=O)c1ccco1,-10,-5,0,4,0,-9,-17,8,12,-3,19
Cc1nn(CC(=O)OCC(=O)NCCc2ccc(S(N)(=O)=O)cc2)c(C)c1[N+](=O)[O-],-7,-4,-20,0,-9,-10,1,0,7,-4,12
O=C1CSC(c2cccnc2)N1Cc1cccnc1 (stereo not given),-5,-16,-8,-3,-12,5,-2,-6,24,6,0
COc1ccc(CNC(=O)c2cnc(C)cn2)cc1,4,0,6,-2,4,-14,13,-3,-1,-2,-10
CCN(CC(=O)Nc1c(F)cccc1F)C(=O)CSCc1c(C)noc1C,1,-8,-5,-3,3,-10,-4,-3,0,-7,-11
CCCOC(=O)c1ccc(NC(=O)C2C3CCC(C3)C2C(=O)O)cc1 (stereo not given),-34,-19,-2,-21,0,3,5,-4,0,-25,-19
CCC(=O)Nc1nc2ccc([N+](=O)[O-])cc2s1,-6,20,-27,-10,-8,34,-8,16,6,-16,22
CC(OC(=O)CNC(=O)c1ccc(Cl)c(Cl)c1)C(=O)N1CCOCC1 (stereo not given),-8,-1,-5,-3,6,10,3,-19,3,-14,-3
COc1ccccc1NC(=O)Nc1ccc(NC(=O)c2ccccc2O)cc1,4,-10,-27,9,-9,0,-9,1,-21,-1,-2
CCCc1cc(C(=O)NCc2ccco2)no1,-22,-17,-28,-10,16,-16,0,-10,-48,-21,-25
COc1ccc(/C=C/C(=O)NC2CCN(Cc3ccccc3)CC2)cc1OC,11,2,-12,3,-1,-8,-11,9,7,20,12
CN(Cc1ccc2nonc2c1)Cc1nc(CC2CC2)no1,-8,0,-9,1,-9,4,-2,-5,-2,-10,5
CC1CCCC(NC(=O)c2cccc(S(=O)(=O)N3CCN(c4ccccc4)CC3)c2)C1C (stereo not given),83,20,6,11,2,0,17,4,9,-3,-2

Whole records from above. Order of values: Shn3 inh set2 | TWEAK-Fn14 inh | TROY signal inh | LMP1 NFkB inh | KKLEB cytotox | CF NFkB inh | COUP-TFII inh | C8 TRAIL sens | SRC3 inh | NCOA1 inh | NR5A2 inv ag
`COc1ccccc1NC(=O)Nc1ccc(NC(=O)c2ccccc2O)cc1` is listed with 4 | -10 | -27 | 9 | -9 | 0 | -9 | 1 | -21 | -1 | -2
`COC(=O)/C(=C/c1ccc(OC)cc1)NC(=O)c1ccco1` is listed with -10 | -5 | 0 | 4 | 0 | -9 | -17 | 8 | 12 | -3 | 19
`CC(OC(=O)CNC(=O)c1ccc(Cl)c(Cl)c1)C(=O)N1CCOCC1` (stereo not given) is listed with -8 | -1 | -5 | -3 | 6 | 10 | 3 | -19 | 3 | -14 | -3

Next part.
Compound,Shn3 inh set2,TWEAK-Fn14 inh,TROY signal inh,LMP1 NFkB inh,KKLEB cytotox,CF NFkB inh,COUP-TFII inh,C8 TRAIL sens,SRC3 inh,NCOA1 inh,NR5A2 inv ag
Cc1cc(NC(=O)C(C)SCC(=O)Nc2ccccc2OC(F)F)no1 (stereo not given),-5,-5,-5,-5,16,-5,2,-8,1,3,-19
Cc1ccc(NC(=O)CSc2nnc(Cc3ccccc3)c(=O)[nH]2)c(C)c1,-14,-8,7,-4,10,-5,-22,11,18,-14,2
C/C(=N/NC(=O)Cc1ccccc1)c1ccc(C)s1,-9,-33,-8,-5,-11,-12,-5,-2,-32,-15,-9
CCc1ccccc1NS(=O)(=O)c1ccc2c(c1)C(C)(C)C(=O)N2C,7,0,0,3,2,-8,15,-9,-6,-1,-26
CCC(=O)Nc1ccc(S(=O)(=O)Nc2cccnc2)cc1,-8,-4,4,3,0,-4,12,-20,1,4,3
O=C(CNC(=O)c1ccccc1F)NCCCN1CCCC1=O,-3,-3,-9,-1,-10,5,-22,-6,-19,-6,-8
CCn1ccnc1CN(C)C(=O)CCc1nnc(CCC2CCCCC2)o1,-14,-7,-48,-14,-4,1,-18,-5,-6,-10,-34
COc1ccc(C2=Cc3ccccc3C(CC(=O)C3CC3)N2c2ccc(C#CCCO)cc2)cc1 (stereo not given),nt,-25,-16,nt,nt,nt,-17,3,nt,nt,27
COc1ccc(CCN2CC(C(=O)OCC(=O)N(C)CC(=O)Nc3ccccc3Cl)CC2=O)cc1OC (stereo not given),9,5,0,-8,6,8,10,-14,7,0,-9
Cc1ccccc1Nc1nc(N2CCOCC2)nc(N2CCOCC2)n1,-1,-10,-7,-2,-15,9,-1,-19,-19,-15,6
CNc1nc(N/N=C/c2cc([N+](=O)[O-])ccc2F)nc(Nc2ccccc2)n1,2,-2,40,1,-16,39,9,58*,-4,-6,8
CCOC(=O)c1nc(Nc2ccccc2CC)c2ccccc2n1,-22,-2,3,1,5,-6,12,18,1,2,4
Cc1nc2ccccc2n1/N=C/c1ccc([N+](=O)[O-])s1,92*,70*,4,-4,-20,21,-1,36,24,-37,51
CCC(CC)NC(=O)CSc1nnc(-c2c[nH]c3ccccc23)o1,-10,4,4,-3,2,-7,14,1,3,-1,-12
CCC1S/C(=N/S(=O)(=O)c2ccc(N)cc2)NC1=O (stereo not given),-36,8,-13,-10,3,17,-18,4,-13,10,12
COc1ccc(C(CNC(=O)c2ccc(-c3ccccc3)cc2)N(C)C)cc1OC (stereo not given),11,-1,0,-5,-11,14,8,-2,-11,-2,-3
Cc1c(C)n2c(SCC(=O)NC3CCCC3)nnc2[nH]c1=O,0,-3,12,1,8,8,24,-18,-6,6,-16
CN1CCN(c2ccc(NC(=O)c3ccc4ccccc4c3)cc2)CC1,1,78*,65*,14,-18,10,-15,45,-20,-21,-54
NC(=S)NN=C1CCCCC12CCCC2,-8,28,-18,5,8,-7,-4,6,-5,0,-10
Cc1ccc(NC(=O)CN(C)C(=O)Cn2ncc(Cl)c(Cl)c2=O)cc1,71,96*,31,88*,-5,68*,5,2,-40,-5,-9

(further entries)
Compound,Shn3 inh set2,TWEAK-Fn14 inh,TROY signal inh,LMP1 NFkB inh,KKLEB cytotox,CF NFkB inh,COUP-TFII inh,C8 TRAIL sens,SRC3 inh,NCOA1 inh,NR5A2 inv ag
Cc1cc(C)c(NS(=O)(=O)c2ccc3c(c2)NC(=O)CCS3)c(C)c1,3,-13,-17,-3,2,16,-25,10,-19,10,15
COc1ccc(NC(=O)CCCn2c(=O)c3sccc3n(Cc3ccc(C)cc3C)c2=O)cc1,11,-8,14,8,4,-4,5,1,4,7,26
Cc1ccc(OCC(=O)Nc2ccccc2N2CCOCC2)c(C)c1,16,2,-8,-4,1,0,14,-3,0,-2,-18
COc1cccc(CNc2ccc(S(=O)(=O)Nc3nccs3)cc2)c1O,4,12,4,-3,-14,10,1,-2,5,-8,-7
Cc1c(OCc2ccccc2)c(=O)ccn1Cc1ccc(F)cc1,15,-17,10,-13,-4,16,1,4,-2,-14,6

Sorted by the number under TWEAK-Fn14 inh (falling): four of the compounds above
SMILES	TWEAK-Fn14 inh
COc1cccc(CNc2ccc(S(=O)(=O)Nc3nccs3)cc2)c1O	12
COc1ccc(NC(=O)CCCn2c(=O)c3sccc3n(Cc3ccc(C)cc3C)c2=O)cc1	-8
Cc1cc(C)c(NS(=O)(=O)c2ccc3c(c2)NC(=O)CCS3)c(C)c1	-13
Cc1c(OCc2ccccc2)c(=O)ccn1Cc1ccc(F)cc1	-17

The list is partial, so the mix of outcomes need not match the whole.
